# mouse EphA4 binding: EphA4 ligand-binding antagonists – biochemical, colorimetric, mouse EphA4, primary screen (AID 689) | EphA4-AP binding to KYL peptide, pNPP A405; higher % means a stronger effect | one-dose inhibition, % at 10 µM; IC50 in µM for titrated hits | 0.1% of 62,000 active; in the data active = a potency from the dose series; inactive = the rest, 99 in 100 with inhibition below about 22%
# Starred values were filed as active, the others as inactive. Some of the compounds tested, so the mix of outcomes need not match the whole.
Molecule	mouse EphA4 binding
CC(=O)OC1N=C(c2ccccc2)c2cc(C)ccc2NC1=O (centres undefined)	-10%
CCc1nc2ccccc2c(=O)n1-c1ccc2ccccc2c1	-3%
CC(C(N)=O)N1CC(c2ccccc2)CC1=O (centres undefined)	-12%
O=C(c1cccn2c(=O)c3cc(Cl)ccc3nc12)N1CCC2(CC1)OCCO2	3%
Nc1c(C(=O)OC2CCCCC2)c2nc3ccccc3nc2n1CC1CCCO1 (centres undefined)	-7%
CC(=O)c1ccc(OC(NC(=O)c2cccc(C)c2)C(Cl)(Cl)Cl)cc1 (centres undefined)	-9%
COc1ccc(C2NCc3ccccc3-n3cccc32)cc1 (centres undefined)	8%
C=CCN1C(=O)NC(=O)C(=Cc2cccn2C)C1=O	-5%
Cc1ccccc1-n1c(C)nc2sccc2c1=O	0%
O=C(c1cc(-c2cccnc2)nc2ccccc12)N1CCC2(CC1)OCCO2	-15%
Nc1ccc2c(c1)oc1ccccc12	8%
CC(=O)Nc1ccccc1C(=O)OCc1ccc(C(=O)c2ccccc2)cc1	-5%
CCc1c(C)nc(N)nc1N1N=C1SC	10%
CCOC(=O)C(NC(=O)CC)(Nc1ccc(C(O)(C(=O)OCC)C(F)(F)F)cc1C)C(F)(F)F (centres undefined)	-12%
COc1ccc(CCNC(C)CCc2ccc(OC)cc2)cc1 (centres undefined)	9%
Cc1ccc(-n2c(O)c(C=Nc3ccc(S(=O)(=O)N(C)C)cc3)c(=O)[nH]c2=O)cc1	-5%
Cc1n[nH]c(C)c1CCN	-4%
CC(C)CCn1c(N)c(C(=O)OCC2CCCO2)c2nc3ccccc3nc21 (centres undefined)	-9%
CNCCc1c(C)n[nH]c1C	-2%
O=P1(Nc2cccnc2)COc2ccccc2OC1	-2%
CN1CCN(c2ncnc3ccc(Br)cc23)CC1	-5%
C(#CCN1CCOCC1)COC/C=C/c1ccccc1	-2%
O=C(c1cc(-c2ccccc2)nc2ccccc12)N1CCC2(CC1)OCCO2	-15%
O=C1NC(=S)NC(=O)C1CCCC=C(Cl)Cl	14%
CCCCOC(=O)COc1cc(C)cc2oc(=O)c3c(c12)CCC3	0%
O=c1c2ccccc2nc(N2CCCC2)n1-c1ccccc1	-52%
O=C(c1cc2cc3ccc(Cl)cc3nc2o1)N1CCC2(CC1)OCCO2	-29%
COCCOC(=O)c1c(C)oc2ccc(OC(=O)N(C)C)cc12	-4%
Cc1ccc2nc(N3CCC(C(=O)N4CCC5(CC4)OCCO5)CC3)sc2c1	10%
CC1=[N+]([O-])C2(N)CCc3nonc3C2(O)C1 (centres undefined)	-7%
Cc1ccc(S(=O)(=O)N2CCCC(C(=O)N3CCC4(CC3)OCCO4)C2)cc1 (centres undefined)	-6%
O=C(Cn1c[n+]([N-][N+](=O)[O-])cn1)Nc1ccc(NC(=O)Cn2c[n+]([N-][N+](=O)[O-])cn2)cc1	-7%
COc1ccc(Oc2cc(NC(=O)c3nn(C)cc3[N+](=O)[O-])cc([N+](=O)[O-])c2)cc1	1%
Clc1cccc(C2NCCc3[nH]cnc32)c1 (centres undefined)	-9%
CCCCn1c(NC(=O)c2ccco2)c(C(=O)OCC)c2nc3ccccc3nc21	-13%
Cc1cc(OCc2ccc(F)cc2)c2c3c(c(=O)oc2c1)CCC3	2%
CCC(CO)Nc1ccc([N+](=O)[O-])c2cccnc12 (centres undefined)	-14%
CC(=O)c1cccc(OCC(O)CN2CC=C(c3ccccc3)CC2)c1 (centres undefined)	-4%
C=C1N2CCC(CC2)C1(O)c1ccccc1C (centres undefined)	-6%
O=c1[nH]c(=O)n(Cc2ccccc2)c(O)c1C=Nc1ccc(CN2CCOCC2)cc1	9%
CC1CCCCN1CC(=O)c1ccc2cc[nH]c2c1 (centres undefined)	-22%
CCCC(=O)C1C(=O)NC(=O)NC1=O	-9%
COc1cccc(CNC2CN3CCC2CC3)c1OC (centres undefined)	-17%
Cc1cccc(OP(=O)(Oc2ccccc2)Oc2cccc(C)c2)c1	6%
CC(C)COP(C)(=S)/C(C#N)=C(\OC(=O)c1ccccc1)c1ccccc1 (centres undefined)	-6%
O=C(COc1ccc(S(=O)(=O)N2CCOCC2)cc1)N1CCN(Cc2ccc3c(c2)OCO3)CC1	-6%
CCCCN1C(=O)NC(=O)C2(Cc3ccccc3N3CCOCC32)C1=O (centres undefined)	-12%
CC(=O)NC(=O)NC(C)Cc1ccccc1 (centres undefined)	-8%

# A few values from above:
# Result of COc1cccc(CNC2CN3CCC2CC3)c1OC (centres undefined) under mouse EphA4 binding: -17%
# Result of CCCCN1C(=O)NC(=O)C2(Cc3ccccc3N3CCOCC32)C1=O (centres undefined) under mouse EphA4 binding: -12%
# Result of CC(C)COP(C)(=S)/C(C#N)=C(\OC(=O)c1ccccc1)c1ccccc1 (centres undefined) under mouse EphA4 binding: -6%
# Result of CCCC(=O)C1C(=O)NC(=O)NC1=O under mouse EphA4 binding: -9%
# Result of Cc1cccc(OP(=O)(Oc2ccccc2)Oc2cccc(C)c2)c1 under mouse EphA4 binding: 6%
# Result of CC1CCCCN1CC(=O)c1ccc2cc[nH]c2c1 (centres undefined) under mouse EphA4 binding: -22%
# Result of O=C(COc1ccc(S(=O)(=O)N2CCOCC2)cc1)N1CCN(Cc2ccc3c(c2)OCO3)CC1 under mouse EphA4 binding: -6%

# Shown field by field: entries from further up
Cc1cccc(OP(=O)(Oc2ccccc2)Oc2cccc(C)c2)c1
  mouse EphA4 binding = 6%
CC(C)COP(C)(=S)/C(C#N)=C(\OC(=O)c1ccccc1)c1ccccc1 (centres undefined)
  mouse EphA4 binding = -6%
O=C(COc1ccc(S(=O)(=O)N2CCOCC2)cc1)N1CCN(Cc2ccc3c(c2)OCO3)CC1
  mouse EphA4 binding = -6%
CCCCN1C(=O)NC(=O)C2(Cc3ccccc3N3CCOCC32)C1=O (centres undefined)
  mouse EphA4 binding = -12%

# New compounds follow.
Molecule	mouse EphA4 binding
Cc1nn(-c2ccccc2)c2c1C(c1ccc3c(c1)OCO3)SCC(=O)N2 (centres undefined)	-2%
O=P1(Nc2ccc(F)cc2)COc2ccccc2OC1	-10%
Cc1ccc2nsnc2c1-n1c(C)nc2ccccc2c1=O	-9%
Cc1cc(OCc2ccccc2)c2c3c(c(=O)oc2c1)CCC3	2%
COC(=O)C(O)(c1ccc2c(c1)CCCN2)C(F)(F)F (centres undefined)	-13%
O=C(O)C1CSC(c2cccnc2)N1 (centres undefined)	-15%
Cn1c(O)c(C=Nc2ccc(Cl)cc2)c(=O)n(C)c1=O	-11%
c1ccc2c(CN3CCCCCCC3)c[nH]c2c1	-7%
Cc1ccccc1Cc1c(C)nc2nc(SCC(=O)N3CCC4(CC3)OCCO4)nn2c1C	-2%
COc1cc(C=C2C(=O)N(C)C(=O)N(C)C2=O)ccc1OCCOc1ccccc1	5%
COc1ccc2nc(/N=C/c3c(O)n(-c4cccc(Cl)c4)c(=O)[nH]c3=O)sc2c1	0%
O=c1c2ccccc2nc(-c2ccccc2)n1-n1cccc1	-7%
CC(=O)N(C1=NCCCS1)c1ccccc1F	-14%
O=C1NC(=S)NC(=O)C1=Cc1ccc(OCc2cccc3ccccc23)cc1	12%
Cc1ccc(C)c(CN2CCC(n3nnc4cc(F)ccc43)CC2)c1	3%
COc1ccccc1-n1c(O)c(C=NCCN2CCNCC2)c(=O)[nH]c1=O	3%
Oc1ccc(CC2CC3CCN2CC3)cc1O (centres undefined)	18%
CCOc1ccc(C2SCC(=O)Nc3c2c(C)nn3C2CCOC(C)(C)C2)cc1 (centres undefined)	6%
O=c1[nH]c(=O)n(Cc2ccc(F)cc2)c(O)c1C=NCCN1CCCCC1	-9%
CC(=NCCCN1CCOCC1)c1c(O)n(Cc2ccccc2)c(=O)[nH]c1=O	-1%
O=c1[nH]c(=O)n(CCC2=CCCCC2)c(O)c1C=NC1CCN(Cc2ccccc2)CC1	3%
O=C(COc1ccc(Cl)cc1)N1CCN(Cc2ccccc2)CC1	-7%
O=C1CC(N2CC=C(c3ccc(F)cc3)CC2)C(=O)N1c1ccc(F)cc1 (centres undefined)	-12%
COc1ccc(N2C(=O)/C(=C/c3ccc(-c4cc(C(=O)O)ccc4Cl)o3)C(=O)NC2=S)cc1	-3%
O=C(c1ccc2c(=O)n(Cc3ccc4c(c3)OCO4)c(=S)[nH]c2c1)N1CCC2(CC1)OCCO2	3%
O=C(CN1CCCCC1)NCC(=O)Nc1ccc(Br)cc1C(=O)c1ccccc1	-12%
Cc1nc2ccccc2c(=O)n1-c1cccnc1	-4%
CCN1CCN(c2nc3c(c(=O)[nH]2)CCCC3)CC1	-30%
O=C1C(c2ccccc2)=C(N2CC2)c2ccccc21	-7%
Cc1cccn2c(NCC3CCCO3)c(C(C)C)nc12 (centres undefined)	-5%
CCC/C(=N\O)c1c[nH]c2ccccc12	-8%
CCC1(CC)C(=O)N(C)C(=O)N(C)C1=O	0%
Brc1ccc(CN2CCNCC2)s1	2%
O=C(CCCCCn1c(=S)[nH]c2ccccc2c1=O)N1CCC2(CC1)OCCO2	-3%
COc1cc(CC2C(=O)N(C)C(=O)N(C)C2=O)ccc1OCc1ccccc1	-4%
O=C1NC(=O)C2(Cc3ccccc3N3CCCC32)C(=O)N1c1ccc(Cl)cc1 (centres undefined)	9%
CCC(=NCc1cccnc1)c1c(O)n(Cc2ccccc2)c(=O)[nH]c1=O	-17%
COc1cc(/C=C2\C(=O)NC(=O)N(c3ccccc3)C2=O)c([N+](=O)[O-])cc1OC	-14%
Clc1cccc(CN2CCCCC2c2cccnc2)c1 (centres undefined)	1%
COC(=O)C(C)Oc1cc(C)cc2oc(=O)c3c(c12)CCC3 (centres undefined)	-5%
Cc1ccc(CS(=O)(=O)Cc2ccc(C(=O)N3CCC4(CC3)OCCO4)o2)cc1	-20%
O=C1CC(=O)N(c2ccc(Cl)cc2Cl)C(=O)N1	-11%
CC12CN3CCN(CC(C3)C1O)C2 (centres undefined)	-12%
Fc1ccc(CCNCc2ccc(Cl)c(Cl)c2)cc1	-7%
CCN(CC)c1ccc(N=Cc2c(O)n(-c3ccc(Cl)cc3)c(=O)[nH]c2=O)cc1	-7%
CCOc1ccccc1-n1c(O)c(C=NCCCN(CC)CC)c(=O)[nH]c1=O	-9%
Cc1cc(OCC(=O)C(C)(C)C)c2c3c(c(=O)oc2c1)CCC3	-6%
O=C1OCCN1P(=O)(c1ccccc1)c1ccccc1	-2%
CCN(CC)P(=O)(Oc1cccc(C)c1)N(CC)CC	-8%
CC(=O)c1cccc(NC2=NCC(C)S2)c1 (centres undefined)	-13%
CN1CCN(Cc2ccc(OC(F)(F)F)cc2)CC1	-7%
COc1ccc(OC)c(-n2c(O)c(C=C3C=Nc4ccccc43)c(=O)[nH]c2=O)c1	-2%
O=S(=O)(c1ccccc1)N1CN2CCN(C2)C1	4%
CCC(=NCC1CCCO1)c1c(O)n(-c2ccc(Cl)cc2)c(=O)[nH]c1=O (centres undefined)	-7%
Cc1ccc(-c2nc3ccccc3c(=O)n2-c2cc(C)ccn2)cc1	6%
CCOc1cc(-c2nc3c(C)cccn3c2NCC2CCCO2)ccc1O (centres undefined)	-8%

# Going on with the list.
Molecule	mouse EphA4 binding
CCOP(=S)(OCC)SCn1c(=O)oc2cc(Cl)ccc21	-4%
CSc1nnc([C@@H](N)Cc2ccccc2)o1	-6%
c1cncc(C2CCCCN2Cc2ccc3c(c2)OCO3)c1 (centres undefined)	4%
COc1cc(C(=O)Nc2ccc(Br)cc2C(=O)c2ccccc2)cc(OC)c1OC	-14%
N#Cc1ccc(N2CCNCC2)c(F)c1	-5%
CC(C(=O)N1CCC2(CC1)OCCO2)C1Sc2ccccc2NC1=O (centres undefined)	-8%
OC1(c2ccc(F)cc2)CCNC1 (centres undefined)	-11%
Cc1nn(Cc2ccccc2)c(C)c1C(=O)OCC(=O)Nc1ccccc1SCC#N	5%

# Given as labelled records: four of the compounds above.
SMILES: COc1cc(C(=O)Nc2ccc(Br)cc2C(=O)c2ccccc2)cc(OC)c1OC
  mouse EphA4 binding: -14%
SMILES: N#Cc1ccc(N2CCNCC2)c(F)c1
  mouse EphA4 binding: -5%
SMILES: CC(C(=O)N1CCC2(CC1)OCCO2)C1Sc2ccccc2NC1=O (centres undefined)
  mouse EphA4 binding: -8%
SMILES: OC1(c2ccc(F)cc2)CCNC1 (centres undefined)
  mouse EphA4 binding: -11%

# Quoted at random: 2 compounds from above, in no set order.
Molecule	mouse EphA4 binding
CCOP(=S)(OCC)SCn1c(=O)oc2cc(Cl)ccc21	-4%
OC1(c2ccc(F)cc2)CCNC1 (centres undefined)	-11%

# The listing continues:
Molecule	mouse EphA4 binding
COc1cccc(C2=NOC(C(=O)N3CCC4(CC3)OCCO4)C2)c1 (centres undefined)	-5%
CCOC(=O)C1=C(N)Oc2c(c(=O)oc3ccccc23)C12C(=O)N(C)c1ccccc12 (centres undefined)	-9%
Cc1ccc2nc3c(cc2c1)CC1(C(=O)N(C)C(=O)N(C)C1=O)C1COCCN31 (centres undefined)	-8%
CC1CCC(C(C)C)C(OP(N)(=O)c2ccccc2)C1 (centres undefined)	-3%
Cn1ccnc1P(=S)(c1nccn1C)N1CCOCC1	2%
CC12CN3CC(C)(CN(C1)C3c1ccco1)C2=O (centres undefined)	-13%
C(=NC12CN3CN(CN(C3)C1)C2)c1cccs1	-11%
Cc1oc(-c2ccc(Cl)cc2)nc1CS(=O)CC(=O)N1CCC2(CC1)OCCO2 (centres undefined)	-1%
CCN(CC)CCCN=C(C)c1c(O)n(-c2ccc(C)cc2)c(=O)[nH]c1=O	-9%
Cc1ccc2c(c1)C1CN(C)CCC1N2C(=O)COc1ccc(S(=O)(=O)N2CCOCC2)cc1 (centres undefined)	-8%
C=CCn1c(O)c(C(CC)=NCCC2=CCCCC2)c(=O)[nH]c1=O	-7%
CCOC(=O)C(C)(CC)NC(=O)CSP(=S)(OCC)OCC (centres undefined)	10%
CCC(C)N=Cc1c(O)n(-c2ccccc2)c(=O)[nH]c1=O (centres undefined)	-30%
CC(O)(CS(=O)(=O)c1ccccc1)C(=O)Nc1cccc(C(F)(F)F)c1 (centres undefined)	-21%

# Source: PubChem
